RBBP9 inh = human RBBP9 hydrolase inhibition; recombinant RBBP9, FP-Rh probe fluorescence polarization; 220,000 tested, 0.2% active; O75884; AID 1515; inhibition, % at 7.94 µM;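 active = inhibition above the campaign mean of all tested compounds plus 3 SD, cut at about 14% in these data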;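 also: plate controls were DMSO wells with RBBP9 for no effect and wells lacking RBBP9 protein for full effect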
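Test system: recombinant human RBBP9; Timing: 30 min then 45 min, 25 °C; Detection: fluorescence polarization; Control set: RBBP9 with DMSO as uninhibited control, no-protein wells as full inhibition; Compound dosing: one concentration, 7.94 µM nominal, 0.794% DMSO; Probe or stimulus: FP-Rh activity-based probe, 375 nM before mixing.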
TNF necrop inh = blocks TNF-alpha induced death of Jurkat FADD-/- cells; Jurkat FADD-/- TNF necroptosis rescue, ATP luminescence, 24 h; 0 = TNF only, 100 = no-TNF cells; activation (protection from cell death), % at 10 µM; 220,000 tested, 0.068% active;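 active = activation, meaning protection from cell death, of at least 50% relative to plate controls; inactive = activation below 50%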;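 also: necroptosis triggered by 40 ng/mL TNF-alpha added together with compound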
PERK inh = blocks human PERK kinase | Q9NZJ5 | 220,000 tested, 0.17% active | CHO PERK-DD fusion, SEAP luminescence translation reporter | inhibition, % at 5.6 µM;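 active = inhibition above the mean inhibition of all tested compounds plus 3 SD, set separately per screening campaign, cut at about 2.9% in these data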;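 also: PERK kinase domain activated by AP20187 dimerizer at 100 nM; 0% = DMSO with dimerizer and 100% = rapamycin at 8.4 µM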
Hck Nef HTS = blocks Nef-activated human Hck kinase; P08631; Recombinant Hck-YEEI plus Nef, Z-Lyte FRET kinase assay; inhibition, % at 20 µM; 220,000 tested, 0.68% active; AID 463187;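 active = Hck-Nef kinase inhibition above about 50%, limit read from the data; inactive = inhibition below that limit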;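 also: 0% = DMSO with Hck plus Nef and 100% = Hck alone without Nef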
EP2 antag = inhibitors of human EP2 prostaglandin E2 receptor; P43116; C6 glioma cells expressing human EP2, cAMP TR-FRET; cells stimulated with saturating PGE2; inhibition, % at 25 µM; 260,000 tested, 0.52% active; AID 1422;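 active = percent inhibition above 40 after rounding to a whole number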;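 also: rat C6 glioma host cells with rolipram phosphodiesterase inhibitor present; the protocol text gives 20 µM as final concentration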
Target sequence (P43116 whole entry, looked up): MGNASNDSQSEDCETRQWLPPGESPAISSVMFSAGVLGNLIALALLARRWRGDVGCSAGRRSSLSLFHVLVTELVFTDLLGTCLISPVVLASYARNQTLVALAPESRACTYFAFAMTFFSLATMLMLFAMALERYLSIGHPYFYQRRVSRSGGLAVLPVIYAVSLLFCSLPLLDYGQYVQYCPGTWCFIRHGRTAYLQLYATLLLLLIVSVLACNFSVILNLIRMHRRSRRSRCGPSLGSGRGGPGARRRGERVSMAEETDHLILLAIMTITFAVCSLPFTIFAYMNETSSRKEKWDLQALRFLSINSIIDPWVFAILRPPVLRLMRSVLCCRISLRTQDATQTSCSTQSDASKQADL
Runt-CBFb FRET = inhibitors of human RUNX1 Runt domain binding to CBFb; 220,000 tested, 0.46% active; Q01196+Q13951; inhibition, % at 20 µM; Cerulean-Runt/Venus-CBFb FRET ratio 530/480, 1 h;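 active = inhibition over about 50% at 20 µM in the single-dose screen, limit read from the data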;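 also: 0% = DMSO wells and 100% = excess unlabeled CBFb competitor control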
Target sequence (Q01196 whole entry, looked up, the tested form may be a part): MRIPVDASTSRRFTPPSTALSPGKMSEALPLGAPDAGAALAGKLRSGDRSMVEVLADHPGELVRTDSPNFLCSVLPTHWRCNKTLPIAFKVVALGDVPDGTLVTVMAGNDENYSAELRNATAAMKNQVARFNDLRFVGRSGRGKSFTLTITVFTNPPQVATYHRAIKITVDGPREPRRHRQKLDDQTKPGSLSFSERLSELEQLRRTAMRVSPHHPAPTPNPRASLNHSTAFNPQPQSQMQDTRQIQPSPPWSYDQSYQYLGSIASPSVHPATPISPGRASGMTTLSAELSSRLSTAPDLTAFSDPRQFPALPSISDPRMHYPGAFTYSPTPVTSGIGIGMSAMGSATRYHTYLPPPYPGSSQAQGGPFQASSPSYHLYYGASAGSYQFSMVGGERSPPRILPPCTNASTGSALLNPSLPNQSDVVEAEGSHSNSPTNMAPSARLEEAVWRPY
Target sequence (Q13951 whole entry, looked up, the tested form may be a part): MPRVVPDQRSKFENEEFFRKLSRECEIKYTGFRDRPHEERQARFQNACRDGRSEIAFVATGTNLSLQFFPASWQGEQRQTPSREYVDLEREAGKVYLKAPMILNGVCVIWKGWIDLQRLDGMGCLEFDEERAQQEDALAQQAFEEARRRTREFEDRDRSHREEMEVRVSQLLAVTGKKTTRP
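test system = Cerulean-Runt domain fusion protein, energy donor | probe or stimulus = Venus-CBFb binding partner, 100 nM | incubation = two 1 h room-temperature incubations shielded from light | detection = fluorescence energy transfer, 422 nm excitation, 530/480 nm emission | measure = loss of energy transfer signal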
Runt-SMMHC FRET = Runt domain-CBFb-SMMHC interaction inhibition; Q01196+Q13951; Cerulean-Runt/Venus-CBFb-SMMHC FRET ratio 530/480, 1 h; inhibition, % at 20 µM; 220,000 tested, 0.74% active; AID 1434;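 active = mean inhibition across duplicate retests at 20 µM reaching about 50%, limit read from the data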;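 also: 0% = DMSO wells and 100% = wells with excess untagged CBFb-SMMHC; inhibitors lower the FRET ratio by blocking Runt binding to CBFb-SMMHC; some results filed as inactive read as strong as hits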
EP2 modulator = EP2 receptor (human) modulation | induction, % at 25 µM | EP2-expressing cells, cAMP HTRF FRET, PGE2 co-stimulation | 260,000 tested, 0.83% active | P43116;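 active = compounds whose cAMP rise, as percent of the full-agonist control response, exceeds 60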;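 also: rat C6 glioma line stably carrying human EP2 under a CMV promoter; the protocol text gives 20 µM as final concentration; 100% = response of wells given 1 µM PGE2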
L929 necroptosis = blocks zVAD induced death of L929 cells | L929 zVAD necroptosis rescue, ATP luminescence, 24 h; with zVAD 60 µM | viability rescue, % at 10 µM | 220,000 tested, 0.38% active | AID 1377;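 active = activation, scaled between plate controls, above about 75%, limit read from the data; inactive = activation under that limit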;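 also: 0% = zVAD with DMSO and 100% = DMSO alone without zVAD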
The depositor's hits bear a star; . = not tested or not shown; & = joins results of further samples. A portion of the library; rates above refer to the full screens.

SMILES	RBBP9 inh	TNF necrop inh	PERK inh	Hck Nef HTS	EP2 antag	Runt-CBFb FRET	Runt-SMMHC FRET	EP2 modulator	L929 necroptosis
O=C(NCCN1C(=O)C2C3C=CC(C3)C2C1=O)Nc1ccccc1 (stereo not given)	-3	0.3	1.3	0	6	3	-4	23	-0.7
COC(=O)c1ccc(NC(=O)CN2CCC(NC(=O)c3ccco3)CC2)cc1	-3	0.9	-0.3	23	14	2	-2	-12	5.8
CCCCCCOc1ccc(OC(=O)c2ccncc2)cc1	-11	-14	0.5	-11	12	-6	-7	43	0.5
COc1ccc(COCCN2CCN(S(=O)(=O)c3ccc(C)cc3)CCC2=O)cc1	-6	0.5	-0.2	1	24	-2	1	-4	-0.8
CC(=O)N1c2ccccc2C(C)(C)C2CCC(C)CC21 (stereo not given)	3	-0.6	-0.1	5	10	-3	7	19	1.1
C=CCSc1nnnn1-c1ccc(OC)cc1	-3	1.3	0.3	2	8	3	3	8	-0.1
COC(=O)c1cn(NC(=O)c2cc(OC)cc(OC)c2)c(=O)c2ccccc12	-6	-0.5	0.3	-1	9	.	-1	14	-0.2
Cc1c(F)cccc1NS(=O)(=O)c1ccc2c(c1)NC(=O)CO2	-4	-0.8	1.0	19	1	-2	-1	-67	-0.4
O=C1NC(c2ccccc2)=NC1(Nc1ccccn1)C(F)(F)F (stereo not given)	-11	1.2	-0.2	1	8	1	2	13	1.8
COc1ccccc1NC(=O)C1CCCCN1S(=O)(=O)c1ccc(F)cc1 (stereo not given)	-7	-0.2	-0.5	0	8	0	-1	28	-0.8
Cc1cc(C(=O)OCC(=O)N2CCOCC2)ccc1[N+](=O)[O-]	-6	1.6	0.7	22	5	-1	1	7	0.0
CCn1c(CNC(=O)c2ccco2)nnc1SCC(=O)c1ccccc1	-5	0.1	-0.4	26	12	-2	3	15	1.2
C[C@@H]1NC(=O)c2cc([N+](=O)[O-])cc(I)c2NCCCC[C@@H](C(N)=O)NC(=O)[C@H](CCC(=O)O)NC1=O	-2	2.0	0.8	-1	8	-1	0	31	2.9
CCOC(=O)c1c(C)n(C)c2ccc(OC)c(NS(=O)(=O)CC)c12	3	0.3	0.8	1	9	2	4	6	0.6
CSc1ncccc1C(=O)OCC(=O)Nc1ccc(S(=O)(=O)N2CCCC2)cc1	-11	1.8	0.3	3	4	2	4	25	1.1
O=C(CNC(=S)N(CCCN1CCOCC1)Cc1cccs1)NC1CCCCC1	12	1.9	1.3	-15	9	-1	-1	-9	0.5
Cc1cc(C(=O)N[C@H](c2ccccc2)[C@@]2(C)C[C@@H]2[C@@H](C)C(=O)Nc2ccc3ccccc3c2)n(C)n1	-12	-0.1	-0.5	-2	7	-5	4	-8	37
CCOC(=O)N1CCN(c2c(NCc3ccc(F)cc3)c(=O)c2=O)CC1	-2	-15	-0.7	17	10	1	0	27	-0.1
CC(/C=N/Nc1ncc(C)c(=O)[nH]1)=C\c1ccccc1	-13	2.3	0.9	21	5	1	1	-9	20
Cc1ccc(S(=O)(=O)CNC(=S)c2cccc(Cl)c2)cc1	5	0.4	0.3	1	2	-2	-2	-1	1.2
Cc1ccc2cc(C3CC(c4ccco4)=NN3C(=O)CCC(=O)O)c(Cl)nc2c1 (stereo not given)	-3	0.4	-0.4	0	1	17	6	5	-0.5
O=C(Nc1ccccc1)C1CC(=O)N(C2CCCCC2)C1 (stereo not given)	-5	-2.6	1.3	1	5	-2	-7	8	0.9
COC(=O)C1CCN(C2CC(=O)N(c3cc(C)cc(C)c3)C2=O)CC1 (stereo not given)	5	0.8	1.3	-16	5	1	4	-14	0.8
CCOC(=O)c1sc(NC(=O)C2CCCO2)c(C(=O)OC)c1C (stereo not given)	-2	-0.4	2.1	1	.	.	.	.	-0.3
CCOc1ccc(N(C(C)C(=O)Nc2cccnc2)S(C)(=O)=O)cc1 (stereo not given)	-1	-0.9	1.4	28	11&2	1	3	-25&9	2.1

Remaining list, next part:
SMILES	RBBP9 inh	TNF necrop inh	PERK inh	Hck Nef HTS	EP2 antag	Runt-CBFb FRET	Runt-SMMHC FRET	EP2 modulator	L929 necroptosis
CN(C)c1ccc(/C=C2/C=C(c3ccc4c(c3)CCCC4)OC2=O)cc1	-5	-5.1	0.8	20	5	-7	-15	24	-0.6
Cc1cccc(C)c1NC(=O)N1C(C(=O)O)CSC1C(=O)O (stereo not given)	-2	-3.3	0.7	0	3	-1	-4	3	-0.2
CC(=O)c1ccc(Nc2cc(C)nc3ccccc23)cc1	-7	-2.8	-0.4	5	34&6	-1	0	-74&-31	-1.8
Cc1cc(C)c(S(=O)(=O)N(CC(=O)O)C2CCCCC2)c(C)c1	-3	-0.6	0.6	-3	7	0	-3	5	0.2
O=c1c2ccccc2ncn1Cc1ccccc1	7	12	0.4	4	8	1	2	7	0.2
O=C(Nc1nc(-c2cccs2)cs1)c1ccc(S(=O)(=O)N2CCCCC2)cc1	-31	0.4	1.1	6	12	0	12	-18	9.0
Cc1ccc(N/C=C2/Sc3ccccc3NC2=O)cc1	-5	1.1	-0.1	-3	4	36	-8	-16	74
Cn1c(=O)c2c(ncn2CC(=O)OCC(=O)Nc2cccc(Cl)c2)n(C)c1=O	-8	1.0	0.1	12	6	0	2	-59	-0.1
Fc1ccc2nc(Nc3nc4cc5c(cc4s3)OCCO5)sc2c1	-14	1.9	0.0	3	7	-5	-2	-51	0.3
CC(=O)c1ccc(Sc2ccccc2N)c([N+](=O)[O-])c1	-3	-2.6	2.1	7	5	-3	-2	-8	-0.1
OCCC1CN(Cc2cnn(-c3ccccc3Cl)c2)CCN1Cc1ccsc1 (stereo not given)	-6	0.3	0.0	23	-1	1	1	9	0.3
CCN(CC)CCn1cnc2c1c(=O)n(CCOC(=O)c1cc(OC)c(OC)c(OC)c1)c(=O)n2C	-1	0.6	0.4	4	17	1	2	1	-0.6
Cc1csc(NC(=O)CCN2C(=O)c3ccccc3S2(=O)=O)n1	1	0.8	0.1	-7	8	-2	1	8	0.3
CCOC(=O)COc1ccc(S(=O)(=O)N2CCc3ccccc3C2)cc1	0	0.6	0.1	-6	14	0	2	-3	-0.5
CSc1nnc([C@H](Cc2c[nH]c3ccccc23)NC(=O)OC(C)(C)C)o1	5	-0.7	-1.9	5	2	0	-2	-17	-0.1
COC(=O)c1cc2c(C)nn(C)c2s1	5	0.2	2.0	11	9	-1	1	-12	0.7
CCOC(=O)CSc1nnc2cc(C)c3ccccc3n12	-2	-0.5	1.8	20	13	-2	-5	20	0.3
CCSc1nnc(NC(=O)c2cc(-c3ccc(C)c(C)c3O)n[nH]2)s1	1	0.9	1.0	4	8	2	-1	0	0.1
COc1cccc(Nc2nnc(SCc3cc([N+](=O)[O-])cc4c3OCOC4)s2)c1	-4	-2.9	-1.9	1	13	-1	3	-25	-0.5
CCOC(=O)c1sc2ncn(C(C)C(=O)OC)c(=O)c2c1C (stereo not given)	-6	-1.0	-0.2	7	12	-2	-2	17	0.5
CC(=O)Nc1ccc(N2C(=O)C3C4CC(=O)C(c5ccccc54)C3C2=O)cc1 (stereo not given)	-1	-1.2	1.1	2	12	0	1	-8	-0.1
Cn1ccnc1SCC(=O)n1c2c(c3ccccc31)CCCC2	-6	-0.4	0.3	-1	3	-1	0	40	0.5
N#C/C(=N\Nc1ccccc1Cl)C(=O)c1ccccc1	-5	-4.2	-0.6	0	.	0	-1	-21	0.2
O=C(CSc1nnc(CN2CCOCC2)n1-c1ccccc1)Nc1ccc(Cl)cc1	-7	1.1	0.0	0	19	-2	6	-5	0.0
CC1CCN(c2nc(-c3ccncc3)nc3ccccc23)CC1	-4	-5.6	-0.6	2	12	-3	-6	79*	0.6

Additional structures.
SMILES	RBBP9 inh	TNF necrop inh	PERK inh	Hck Nef HTS	EP2 antag	Runt-CBFb FRET	Runt-SMMHC FRET	EP2 modulator	L929 necroptosis
CC(C)(C)NC(=O)C(=O)NNC(=O)c1cccc([N+](=O)[O-])c1	-8	-0.4	1.2	-3	7	-1	0	34	0.3
CCC(C)NC(=O)Cn1c(=O)n(CCCC(=O)NCc2ccccc2Cl)c(=O)c2ccccc21 (stereo not given)	-11	1.1	1.4	-16	9	0	0	-5	-0.6
CC1=C(C#N)C(=O)NC(=O)/C1=C\c1ccc(-c2cc(C)c(C)cc2[N+](=O)[O-])o1	1	-0.6	0.6	91*	7	31	11	-51	-0.2
CCCCc1oc2c(c(=O)c1C)C(=O)CC(c1ccccc1)C2 (stereo not given)	-8	-2.5	-0.8	-2	11	1	-2	15	-1.1
Cc1cnc(NC(=O)CSc2nnc(C)s2)s1	-1	1.5	1.1	-10	6	2	-3	25	0.5
CCOC(=O)C1(C)NC(c2cccs2)C2C(=O)N(c3ccc(OC)cc3)C(=O)C21 (stereo not given)	-7	-0.2	-0.2	12	4	1	3	17	2.2
O=C(CNC(=O)c1ccco1)NCC(=O)OCc1cccc(C(=O)Oc2ccccc2)c1	-4	-1.6	0.7	1	9	0	-2	1	0.9
C=CCc1ccc(OCCCCCN2CCOCC2)c(OC)c1	3	0.6	-1.4	1	8	-1	2	-12	-0.3
COC(=O)c1ccccc1NC(=O)CN(c1ccc(OC)cc1)S(C)(=O)=O	-7	-5.6	-1.2	12	4	-6	-1	36	0.2
C#CCOCCOCCOCCNc1nc(N2CCN(C(=O)[C@H]([C@@H](C)CC)n3cc([C@@H](N)Cc4ccc(O)cc4)nn3)CC2)nc(N2CCN(C(=O)[C@H](CCCCN)n3cc([C@@H](N)CC(C)C)nn3)CC2)n1	1	0.6	1.4	-2	.	1	3	18	1.3
CCOc1ccc(CNC(=S)N/N=C/c2ccc(OC)c(OC)c2)cc1	-9	1.2	0.7	6	3	-3	0	-10	0.6
CC1=C(C(N)=O)C(c2cccs2)n2ncnc2N1 (stereo not given)	3	4.9	1.7	9	6	1	-1	23	0.7
CC(=O)N=c1sc2nc3ccccc3nc2n1N(C(C)=O)C(C)=O	-5	0.9	-0.3	-13	81*	16	2	24	1.7
COc1ccc(Cl)cc1NC(=O)C/C(C)=N/NC(=O)CC#N	6	-3.0	-0.3	2	13	-1	2	7	-0.1
O=C(CCCc1ccccc1)N1CCN(c2ccc([N+](=O)[O-])cc2)CC1	-9	-2.0	0.7	-1	10	-2	-4	-32	-0.3
c1ccc2c(c1)OCC(c1nn3cnnc3s1)O2 (stereo not given)	-9	3.5	0.6	-9	9	1	1	11	1.8

An excerpt from above in order of their number in Hck Nef HTS, highest first:
| canonical_smiles | RBBP9 inh | PERK inh | Hck Nef HTS | Runt-CBFb FRET | Runt-SMMHC FRET | EP2 modulator |
| --- | --- | --- | --- | --- | --- | --- |
| COC(=O)c1ccccc1NC(=O)CN(c1ccc(OC)cc1)S(C)(=O)=O | -7 | -1.2 | 12 | -6 | -1 | 36 |
| CCOC(=O)c1c(C)n(C)c2ccc(OC)c(NS(=O)(=O)CC)c12 | 3 | 0.8 | 1 | 2 | 4 | 6 |
| CC(C)(C)NC(=O)C(=O)NNC(=O)c1cccc([N+](=O)[O-])c1 | -8 | 1.2 | -3 | -1 | 0 | 34 |
| c1ccc2c(c1)OCC(c1nn3cnnc3s1)O2 (stereo not given) | -9 | 0.6 | -9 | 1 | 1 | 11 |

Screens as filed in PubChem.
